MCF10A rerep = A quantitative high throughput screen for small molecules that induce DNA re-replication in MCF 10a normal breast cells | MCF 10A DNA re-replication, Hoechst nuclear intensity, 48 h | AID 624296, 2012 | 350,000 compounds, 2.9% hits | Potency, µM (series often up to 46.1 µM), for inactives: top-dose activity, positive = re-replication, most hits filed as activators; also: potency is read from the fitted curve at half-maximal effect; % of control where 0% means no effect; nearly all actives have a fitted effect of over 50% in size
KB-3-1 tox = qHTS assay for MDR1-selective chemotherapeutics: Primary screen using the parental adenocarcinoma cell KB-3-1. Potency, µM (titrated, usually from 46.1 µM), without a hit: top-dose activity change, negative = cytotoxic, usual class: cytotoxic. AID 1347075, 2019. KB-3-1 viability, CellTiter-Glo ATP luminescence, 72 h. 400,000 compounds, 1.4% hits; also: potency is read from the fitted curve at half-maximal effect; % is scaled to controls: 0 for no effect and ±100 for the full control effect; nearly all actives have a fitted effect of over 60% in size
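Screening of KB-3-1 cells (DMEM, 10% FBS, phenol-red free) ran from lowest to highest compound concentration; after 72 h at 37 °C viability was read luminescently and curves fitted.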
HepG2 viability = qHTS for Inhibitors of TGF-b: Cytotox Counterscreen; HepG2 CAGA-GFP viability, ATP luminescence, 18 h; Potency, µM (top dose mostly 46.1 µM), inactives show at the highest dose activity change, negative = cytotoxicity, hits mostly cytotoxic; 410,000 compounds, 0.76% hits; also: potency is read from the fitted curve at half-maximal effect; some results filed as inactive show a strong effect at the top dose
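CellTiter-Glo luminescence gave cytotoxicity after 18 hours at 37 degrees C. The cells were HepG2 CAGA-GFP in 1% FBS DMEM, stimulated with 500 pg/mL TGF-beta after compound addition. %Activity was normalised to no-cell wells (complete cell-killing) and DMSO (no toxicity), and curves were fitted and classified.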
IL-1B inflam inh = qHTS for Inhibitors of Inflammasome Signaling: IL-1-beta AlphaLISA Primary Screen; THP-1 LPS/ATP IL-1B secretion, AlphaLISA, 16 h; hits give low values; activity change, % at 57.5 µM; 360,000 compounds, 4.7% hits; AID 743279, 2014; in the data active = activity change below about -50%; inconclusive = mostly about -30% to -49%; also: % is scaled to controls: 0 for no effect and ±100 for the full control effect
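THP-1 cells pretreated 1 hr with compounds (up to 57.5 uM final), then stimulated with LPS (250 ng/mL final) plus ATP (1.25 mM final); secreted IL-1B measured by AlphaLISA after 16 hr, decreased signal indicating inhibition.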
ATXN2 expr inh = Primary qHTS for Inhibitors of ATXN expression | 360,000 compounds, 0.72% hits | HEK-293 ATXN2-luciferase reporter, luminescence, 24 h | AID 1745845, 2022 | Potency, µM (series often up to 57 µM), for the others: top-dose activity change, negative = inhibition, most hits filed as inhibitors; also: potency is read from the fitted curve at half-maximal effect; % is scaled to controls: 0 for no effect and ±100 for the full control effect; nearly all actives have a fitted effect of over 55% in size
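ATXN2-luciferase reporter cells (luciferase flanked by upstream and downstream ATXN2 gene portions) were treated 24 h at 37 °C with compounds at up to 57 uM. SteadyGlo luminescence gave expression; GF-AFC fluorescence gave viability.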
HT1080 IDH1KD tx = qHTS for induction of synthetic lethality in tumor cells producing 2HG: qHTS for the HT-1080-IDH1KD cell line; HT-1080 IDH1 knockdown viability, ATP luminescence, 48 h; Potency, µM (top dose mostly 46.1 µM), for the others: at the highest dose activity, negative = toxicity, hits mostly cytotoxic; 360,000 compounds, 2% hits; AID 686971, 2013;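 also: potency is read from the fitted curve at half-maximal effect; 0% = DMSO wells and -100% = cell-free medium wells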
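In this qHTS, HT-1080 cells depleted of IDH1 are exposed for 48 h at 37 °C to compound titrations. Toxicity is scored from CellTiter-Glo luminescence, with DMSO as full viability and medium alone as none.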
S2 tox = Viability Counterscreen for Primary qHTS for Inhibitors of ATXN expression | S2 cells (HEK-293 line with an ATXN2-luciferase reporter) viability, CellTiter-Fluor protease fluorescence, 24 h | 400,000 compounds, 0.49% hits | Potency, µM (doses to about 56.7 µM), hits mostly cytotoxic; also: potency is read from the fitted curve at half-maximal effect; nearly all actives have a fitted effect of over 40% in size
SW480 rerep = A quantitative high throughput screen for small molecules that induce DNA re-replication in SW480 colon adenocarcinoma cells. 340,000 compounds, 1.8% hits. SW480 DNA re-replication, Hoechst DNA content imaging, 48 h. Potency, µM (doses to about 46.1 µM), without a hit: top-dose re-replication activation, hits mostly activators; also: potency is read from the fitted curve at half-maximal effect; % of control where 0% means no effect; nearly all actives have a fitted effect of over 55% in size
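Image-based read-out: total Hoechst fluorescence of nuclei (405 nm excitation, 500-530 nm emission), with hits raising the fraction of high-intensity nuclei. SW480 colon cells incubated 48 hr with compounds at 37 C.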
HT1080NT lethal = qHTS for induction of synthetic lethality in tumor cells producing 2HG: qHTS for the HT-1080-NT fibrosarcoma cell line; HT-1080-NT fibrosarcoma viability, CellTiter-Glo ATP luminescence, 48 h; Potency, µM (series often up to 46.1 µM), for the others: top-dose activity, negative = less viability, usual class: cytotoxic; 360,000 compounds, 1.6% hits;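 also: NT is the 2HG producing partner of a matched IDH1 knockdown line; potency is read from the fitted curve at half-maximal effect; 0% = DMSO-treated cells and -100% = media-only wells without cells; nearly all actives have a fitted effect of over 55% in size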
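Toxicity toward the 2HG-producing NT line was scored as %Activity, normalised to DMSO and no-cell wells, from CellTiter-Glo luminescence after 48 hours' treatment.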
* = called active by the depositor; i = inactive; u = inconclusive; x = not tested or not shown; [ ] = dose if it differs, or a comment. Unless noted, calls follow the shape of the dose curve; as a rule, active = well fitted curve in the direction sought with a large enough effect; inconclusive = small, poorly fitted or top-dose-only effect, or another doubt; inactive = no such curve, though single readings can be large; an effect the other way counts as inactive or inconclusive. Random draw from the library (roughly 8.9% active in at least one column).

SMILES	MCF10A rerep	KB-3-1 tox	HepG2 viability	IL-1B inflam inh	ATXN2 expr inh	HT1080 IDH1KD tx	S2 tox	SW480 rerep	HT1080NT lethal
COc1cccc(CN(Cc2cccnc2)S(=O)(=O)c2ccc(-n3cnnn3)c(C)c2)c1	-8%	u	-45%	-26	-15%	-24%	i	53%	-10%
COc1ccc(CC(=O)NCC(=O)N/N=C/c2ccc(C)o2)cc1	-7%	29%	-3%	-2	-2%	22%	i	-2%	16%
Cc1ccccc1NC(=O)Cc1nnc(SCC(=O)NC2CCCCC2)n1C	-7%	5%	11%	8	-6%	10%	i	-7%	20%
COc1ccccc1N1CCN(Cc2ccc(Br)o2)CC1	0%	0%	-24%	6	-4%	-4%	i	-6%	-8%
Cc1ccc(S(=O)(=O)NC(C(=O)N2CCOCCOCCOCCOCC2)C(C)C)cc1 (stereo unspecified)	-2%	-1%	1%	13	3%	-7%	i	2%	6%
CCN(CC)CCc1c(C)[nH]c(C(=O)OCc2ccccc2)c1C	1%	-22%	-17%	-26	-8%	u	i	-4%	-8%
COCCCNC(=S)NNC(=O)c1ccc(S(=O)(=O)N2CCC(C)CC2)cc1	2%	-5%	9%	0	-14%	-1%	u	-23%	2%
CCOc1ccc2cc(C3CC(c4ccco4)=NN3S(C)(=O)=O)c(=O)[nH]c2c1 (stereo unspecified)	-1%	u	2%	26	13%	0%	i	3%	6%
COc1ccc([N+](=O)[O-])cc1-n1cnnn1	-3%	-6%	7%	7	-19%	15%	i	-4%	10%
CCC(=O)Nc1nc(C)c(-c2csc(Nc3ccc(C(=O)O)cc3)n2)s1	12%	18%	-20%	0	6%	9%	i	5%	3%
CCOC(CNC(=O)c1ccc2c(c1)ncn2-c1ccc(F)c(F)c1)OCC	0%	-4%	1%	22	x	1%	u	-91%[inhibitor]	-1%
O=C(c1cccs1)N1CCCC(c2nc3c(nnn3Cc3cccc(Cl)c3)c(=O)[nH]2)C1 (stereo unspecified)	13%	11%	-7%	21	1%	-26%	i	2%	-5%
O=C(/C=C/c1ccc(Br)o1)Nc1nccs1	8%	3%	0%	18	x	-9%	i	u	-16%
Cc1cccc(C)c1NC(=O)CN1CCN(C(=O)c2ccc(OCc3cn4ccccc4n3)cc2)CC1	14%	-7%	-5%	20	-11%	2%	i	1%	8%
O=C(NCc1ccco1)C1CCCN1S(=O)(=O)c1ccc2ccccc2c1 (stereo unspecified)	-2%	1%	-12%	0	-10%	-1%	i	26%	6%
COc1ccc(CNc2ncnc3sccc23)cc1OC	11%	u	5%	19	-21%	-27%	i	5%	u
COc1cc(C2NC(=O)c3ccccc3O2)cc(OC)c1OC (stereo unspecified)	5%	-10%	-3%	20	16%	-2%	i	-4%	6%
CCN(C(=O)COC(=O)Cc1ccc(F)cc1)c1c(N)n(Cc2ccccc2)c(=O)[nH]c1=O	2%	4%	4%	-3	0%	1%	u	5%	5%
CCOc1ccc(CCNC(=O)C2CC=CCC2C(=O)OC(C)C)cc1OCC (stereo unspecified)	-3%	16%	0%	4	-8%	-2%	i	-10%	2%
Cc1nn(Cc2cccc(C(=O)Nn3cc([N+](=O)[O-])cn3)c2)c(C)c1[N+](=O)[O-]	u	9%	16%	2	1%	10%	i	-81%[inhibitor]	0%

Reprinted at random: 3 entries already listed.
SMILES	MCF10A rerep	KB-3-1 tox	HepG2 viability	IL-1B inflam inh	ATXN2 expr inh	HT1080 IDH1KD tx	S2 tox	SW480 rerep	HT1080NT lethal
COc1ccc(CC(=O)NCC(=O)N/N=C/c2ccc(C)o2)cc1	-7%	29%	-3%	-2	-2%	22%	i	-2%	16%
COc1cc(C2NC(=O)c3ccccc3O2)cc(OC)c1OC (stereo unspecified)	5%	-10%	-3%	20	16%	-2%	i	-4%	6%
CCOc1ccc2cc(C3CC(c4ccco4)=NN3S(C)(=O)=O)c(=O)[nH]c2c1 (stereo unspecified)	-1%	u	2%	26	13%	0%	i	3%	6%

More structures
SMILES	MCF10A rerep	KB-3-1 tox	HepG2 viability	IL-1B inflam inh	ATXN2 expr inh	HT1080 IDH1KD tx	S2 tox	SW480 rerep	HT1080NT lethal
CCN(CC)C(=O)CSc1nc(OC)cc(=O)[nH]1	-7%	12%	11%	21	0%	6%	i	-6%	8%
COc1cccc(C(=O)OCC(=O)N2CCC(Cc3ccccc3)CC2)c1OC	-3%	1%	5%	1	-13%	1%	i	-17%	2%
O=Cc1cn[nH]c1-c1ccccc1	0%	-1%	-2%	4	x	4%	i	-3%	6%
Cc1cc(C)nc(N2CCC(C(=O)NNC(=O)Cc3ccccc3)CC2)n1	2%	18%	-1%	26	6%	0%	i	-4%	2%
Cn1cccc1C(=O)OCC(=O)c1c[nH]c2ccccc12	2%	u	-19%	-24	110%[activator]	17%	i	0%	10%
O=C(O)CC(NC(=O)Nc1ccccc1)c1ccc(OC2CCCC2)cc1 (stereo unspecified)	-35%[inhibitor]	-1%	6%	15	3%	6%	i	-2%	3%
Cc1ccc(N/N=C/c2ccc(N3CCOCC3)cc2)cc1C	u	-7%	-41%	-11	21%	4%	i	-1%	-3%
Fc1ccc(Cn2nnnc2C(c2ccc(Cl)cc2)N2CCSCC2)cc1 (stereo unspecified)	5%	u	-29%	u	-13%	-15%	i	13%	-16%
Cn1c(=O)c2c([nH]c(=O)n2Cc2ccc(Cl)cc2Cl)n(C)c1=O	x	0%	9%	x	-3%	x	i	x	x
Cc1nc(-c2ccc(Cl)cc2)sc1C1(C)CC(c2cccc(F)c2)=NO1 (stereo unspecified)	u	8%	-29%	4	24%	13%	i	-11%[9.22 µM]	18%
CCOC(=O)c1sc2nccc(N(C)C)c2c1N=CNOC	12%	u	-1%	-6	-2%	9%	i	-2%	15%
CC1(C(=O)NCc2ccc(F)c(F)c2)Cc2c(-c3ccc4c(c3)OCO4)ccnc2O1 (stereo unspecified)	x	u	-16%	47	-15%	4.6µM*	u	x	u
CC(C)(C)NC(=O)CN(C(=O)C(=O)Nc1ccc2c(c1)OCCO2)C1CCCC1	u	-6%	1%	-13	1%	1%	i	0%	-1%
O=C(NC(c1ccccc1)c1ccc2ccccc2n1)C1CCN(Cc2cccc(C(F)(F)F)c2)CC1 (stereo unspecified)	x	u	-26%	u	u	15µM*	u	x	u
COc1ccc(C(=O)c2c(C)c3cc(C)ccc3n2CC(O)CN2CCOCC2)cc1 (stereo unspecified)	u	-20%	-6%	-4	-20%	-29%	i	-8%	-26%
Cc1nc2ccc(NC(=O)c3ccc(Cl)c(S(=O)(=O)N(C)c4ccccc4)c3)cc2s1	u	u	-13%	-17	u	u	u	3%	u
C/C(Cc1ccccc1)=N\NC(=O)CNC(=O)c1cccc(Br)c1	18%	-13%	9%	48	-13%[11.3 µM]	14%	i	-2%	3%
CC(=O)c1c(C)n([O-])c2cc(F)c(F)cc2[n+]1=O	u	16µM*	-20%	-100*	-2%[11.3 µM]	u	u	u	u
O=C(NCC1OCCc2ccccc21)c1cc(COc2ccc(F)cc2Cl)on1 (stereo unspecified)	11%	4%	-14%	-14	x	-2%	i	-5%	2%
CN(Cc1cnn(C)c1)C(=O)CC1C(=O)NCCN1Cc1cccc(Oc2ccccc2)c1 (stereo unspecified)	-1%	16%	12%	20	-6%	7%	i	1%	-3%
Cc1nc(N)nc(N)c1-c1ccc([N+](=O)[O-])cc1	17%	0%	-37%	10	1%	10µM*	i	14%	-2%
COc1ccc2c(c1)OCC(O)(c1ccccc1)C2=O (stereo unspecified)	1%	-3%	7%	-2	4%	0%	i	4%	8%
CN1CCN(c2nc(-c3ccc(C(C)(C)C)cc3)nc3ccccc23)CC1	8%	-21%	-82%	-16	x	-15%	i	u	-15%
CCOc1ccc(OCc2ccc(C(=O)NC(C)(C)C)o2)cc1	u	u	0%	u	-11%	-20%	i	2%	-5%
O=C1NC(=O)C(c2ccccc2)(c2ccccc2)N1S(=O)(=O)c1ccccc1	x	16%	-4%	18	x	2%	i	x	0%
Cc1cc(C)c2nc(NCCCNC(=S)NCCCN(C)C)c(C#N)cc2c1	18µM*	u	-132%	-21	u	u	x	12µM*	u
O=C(CN1C(=O)CC(c2ccccc2)S(=O)(=O)c2ccccc21)N1CCCCC1 (stereo unspecified)	-27%	-3%	0%	13	-20%	14%	u	-54%[inhibitor]	12%
COc1ccc(C(C)NC(=O)C2CCN(CCCc3ccccc3)CC2)cc1OC (stereo unspecified)	x	0%	-9%	24	-7%	24%	i	x	u
Cc1cccc(NC(=O)C(=O)N/N=C/c2ccncc2)c1	-3%	4%	-9%	-14	-2%	u	i	-4%	19%
CCOC(=O)c1nn(-c2ccc(F)cc2)c(C)c1C(C)=O	-11%	7%	-2%	-11	-15%	4%	i	-12%	0%
N#Cc1cc2ccccc2nc1SCC(=O)Nc1ccc(S(=O)(=O)N2CCCC2)cc1	24%	-16%	-1%	2	-20%	-26%	i	14%	-19%
Cc1ccc(NNC(=O)c2cc(C)on2)c(C)c1	20%	-6%	-1%	3	-21%	8.2µM*	u	-10%	u
Cc1nc2ccccc2c(=O)n1/N=C/c1ccccc1Cl	6%	2%	0%	-6	31%[activator]	14%	i	3%	21%
O=C(CCOc1ccccc1)Nc1ccccc1	0%	15%	1%	23	33%[activator]	-1%[9.24 µM]	i	-6%	11%
O=C(c1ccccc1)c1ccc(N2CCN(C(=O)c3ccc(F)cc3F)CC2)c(F)c1	x	u	-25%	u	x	-18%	i	x	-9%

Assay outcomes from PubChem.
